# Screens (PubChem BioAssay)
# EPAC2 agonist: qHTS for Agonist of cAMP-regulated guanine nucleotide exchange factor 4 (EPAC2): primary screen; Rap guanine nucleotide exchange factor 4 (Homo sapiens), Q8WZA2; EPAC2 activation, biochemical qHTS; response scale: 100% = 6.5 mM cAMP response; Potency, µM (titrated, usually from 154 µM), for inactives: at the highest dose activation, hits mostly activators; 0.079% of 360,000 active; AID 720711, 2013; note: potency is the fitted concentration of half-maximal effect; nearly all actives have a fitted effect of over 50% in size
#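 Each well held 100 nM EPAC2, 250 nM RAP1B-BODIPY-GDP and 50 uM GDP. Fluorescence, read at 5-min intervals to 30 min, was referenced to a 6.5 mM cAMP positive control.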
# aSyn rescue: qHTS of alpha-syn Inhibitors | Yeast expressing alpha-synuclein, growth rescue, BacTiter-Glo, 24 h | Potency, µM (top dose mostly 46.1 µM), without a hit: at the top dose growth rescue (activation), most hits filed as activators | 0.14% of 370,000 active; note: potency is the fitted concentration of half-maximal effect; % of control where 0% means no effect; nearly all actives have a fitted effect of over 65% in size
#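 Rescue of yeast growth: cells expressing toxic alpha-synuclein, induced in galactose at OD600 0.02, incubated with compound 24 h at 30 C. ATP luminescence quantified growth; inhibitors of toxicity appear as activators.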
# TDP43 rescue: qHTS of TDP-43 Inhibitors | TDP-43 expressing yeast growth rescue, BacTiter-Glo, 24 h | Potency, µM (titrated, usually from 46.1 µM), for inactives: at the highest dose growth rescue (activation), hits mostly activators | 1.8% of 410,000 active | AID 652104, 2013; note: potency is the fitted concentration of half-maximal effect; % of control where 0% means no effect; nearly all actives have a fitted effect of over 50% in size
#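 Readout is BacTiter-Glo luminescence of cell growth, so inhibitors register as activators. TDP-43-expressing yeast at OD600=0.02 in galactose medium, after raffinose pregrowth to mid-log, were incubated with compound for 24 hr at 30 deg C.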
# EPAC2 antag: qHTS for Antagonist of cAMP-regulated guanine nucleotide exchange factor 2 (EPAC2): primary screen | 0.18% of 360,000 active | Potency, µM (top dose mostly 114 µM), for the others: top-dose activity, negative = inhibition, actives largely listed as inhibitors | EPAC2 GEF exchange of Rap1B-BODIPY-GDP, fluorescence; note: potency is the fitted concentration of half-maximal effect; % is set by controls: 0 for no effect and ±100 for the full control effect; nearly all actives have a fitted effect of over 45% in size; many of its hits are not listed in these tables
# DRD3 antagonist: qHTS of D3 Dopamine Receptor Antagonist: qHTS. max response, negative = inhibition, %. 2.5% of 360,000 active. D3R cells, DiscoveRx beta-arrestin luminescence, antagonist mode; hits give low values. AID 652054, 2013; in the data active = max response below about -50%; inconclusive = no clear call, values can overlap the other calls; note: % is set by controls: 0 for no effect and ±100 for the full control effect; mostly tested at two doses, the higher about 12 µM
# Target sequence (P35462 whole entry, looked up): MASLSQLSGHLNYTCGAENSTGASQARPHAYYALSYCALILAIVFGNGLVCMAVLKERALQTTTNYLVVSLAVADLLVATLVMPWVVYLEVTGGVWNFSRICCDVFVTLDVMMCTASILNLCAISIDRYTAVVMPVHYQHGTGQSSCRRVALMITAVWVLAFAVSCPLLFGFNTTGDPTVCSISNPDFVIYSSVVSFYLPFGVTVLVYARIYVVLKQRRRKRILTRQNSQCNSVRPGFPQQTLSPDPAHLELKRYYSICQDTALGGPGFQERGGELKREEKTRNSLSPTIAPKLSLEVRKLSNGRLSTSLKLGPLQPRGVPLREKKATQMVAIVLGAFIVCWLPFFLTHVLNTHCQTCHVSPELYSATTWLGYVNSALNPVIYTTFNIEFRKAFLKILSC
#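 Cells plated overnight at 1500 cells/well, then exposed to library compounds with dopamine controls for 90 minutes at 37 degrees C. DiscoveRx reagent added for 30–60 minutes at room temperature; luminescence read, quantitative HTS format.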
# D3 ag: qHTS of D3 Dopamine Receptor Agonist: qHTS. D3R DiscoveRx beta-arrestin cells, luminescence, 90 min. max activation, %. 0.58% of 410,000 active. D(3) dopamine receptor (Homo sapiens), P35462. AID 652048, 2013; in the data active = max activation above about 30%; note: 0% is about no effect; mostly tested at two doses, the higher about 12 µM
#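 Agonist mode: compounds and dopamine controls were applied to plated cells for 90 min at 37 degrees C after an overnight attachment at 1500 cells/well. Luminescent read-out followed 30 - 60 minutes at room temperature with DiscoveRx detection reagent.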
# FUS yeast rescue: qHTS for Suppressors of FUS Proteinopathy: Primary screen using FUS-linked yeast assay | S. cerevisiae FUS-expressing, growth rescue, OD600, 24 h | Potency, µM (titrated, usually from 76.6 µM), for the others: at the top dose growth rescue (activation), most hits filed as activators | 0.24% of 390,000 active | AID 1347120, 2019;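 note: potency is the fitted concentration of half-maximal effect; plate controls were DMSO vehicle for no effect and reference control for full effect; nearly all actives have a fitted effect of over 55% in size; some results filed as inactive show a strong effect at the top dose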
#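 Toxicity suppression screen in FUS-yeast. Cells induced with 2% galactose, starting OD 0.005, treated 24hr at 30C with compounds at multiple final concentrations; growth by OD600.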
# Abeta yeast res: qHTS for compounds that reverse cellular toxicity of Amyloid beta (A-beta) peptide in yeast: Primary Screen | yeast expressing A-beta42, growth rescue, OD600, 48 h; response scale: 0% DMSO, 100% iron-clioquinol control | Potency, µM (doses to about 46.1 µM), for the others: at the highest dose growth rescue, most hits filed as activators | 0.063% of 410,000 active | AID 1347071, 2019; note: potency is the fitted concentration of half-maximal effect; nearly all actives have a fitted effect of over 55% in size
#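 Yeast growth medium received pinned compounds, then yeast cells expressing toxic A-beta were added; plates incubated at 30 C for 48 hr. Growth read as absorbance at 600 nm, normalized to DMSO and equimolar FeCl3 plus clioquinol controls.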
# Numbers without * were called inactive; ? = inconclusive; / = no result given; & = joins results of further samples; [ ] = another dose, or the depositor's remark. Unless noted, calls come from the whole dose curve; as a rule, active = well fitted curve in the direction sought with a large enough effect; inconclusive = small, poorly fitted or top-dose-only effect, or another doubt; inactive = no such curve, though single readings can be large; an effect the other way counts as inactive or inconclusive.
SMILES,EPAC2 agonist,aSyn rescue,TDP43 rescue,EPAC2 antag,DRD3 antagonist,D3 ag,FUS yeast rescue,Abeta yeast res
CC(=O)Nc1ccc(S(=O)(=O)N2CCCN(c3nc(C)cc(C)c3C#N)CC2)cc1,-1.6%,?,12.7%,-11.2%,17.0,5.4,10.6%,-7.1%
COCCn1c(-c2ccccc2)nc2ccccc21,-3.7%,-3.1%,3.2%,18.6%,7.1,9.3,-3.4%,-9.3%
COCCNC(=O)c1ccc2c(c1)ncn2-c1ccc(F)c(F)c1,-15.8%,-12.1%,10.7%,14.6%,5.7,3.6,-26.0%,-16.1%
Cc1ccc2c(c1)C(C)(c1ccccc1)CC(C)(C)N2C(=O)c1ccc(F)cc1 (stereo unspecified),/,/,0.1%,/,/,-4.9,-5.3%,-31.0%
CCOC(=O)CN1C(=O)N[C@@H](CCc2ccccc2)C(C(=O)OC)=C1C,9.8%,-0.9%,-6.7%,6.2%,-19.6,-1.8,-15.5%,-19.6%
O=C(O)C1CSC(c2ccccc2Cl)N1C(=O)c1ccc(Cl)cc1 (stereo unspecified),5.1%,-1.1%,0.4%,-3.3%,-2.1,6.7,-0.1%,12.7%
Cn1c(=O)oc2cc(S(=O)(=O)N3CCCC(C(=O)NCCc4ccc(Cl)cc4)C3)ccc21 (stereo unspecified),/,/,21.7%,/,/,-8.6,-20.4%,9.2%
O=C(NC(=S)NNC(=O)c1ccccc1F)c1cccnc1,12.9%,-0.5%,11.2%,2.4%,-29.4,7.2,3.9%,?
Oc1ccccc1/C=N/Nc1cccc2cccnc12,9.3%,-16.6%,17.8µM*,-1.4%,18.5,1.8,16.9%,-45.3%[inhibitor]
CCOC(=O)c1c(OCCO)noc1N,3.1%,-7.2%,-9.6%,2.0%,11.3,-3.1,-11.3%,-3.9%
C/C(=N\NC(=O)CCC(=O)Nc1ccccc1)c1cccs1,6.1%,-15.5%,13.2%,17.5%,14.6,2.1,-10.4%,18.9%
O=C(NCC1CCCO1)C1CCCN(S(=O)(=O)c2ccc(Br)cc2)C1 (stereo unspecified),-0.5%,0.9%,-7.0%,2.1%,6.0,6.3,17.4%,1.7%
COc1ccc(CCNCC(=O)Nc2ccc(C)c(S(=O)(=O)N(C)C)c2)cc1OC,11.8%,-0.8%,-13.2%,1.9%,-19.0,-10.1,2.6%,5.8%
C=CCN(C(=O)c1cccc(C(F)(F)F)c1)C1(C(=O)Nc2ccccc2)CCN(C(C)C)CC1,10.8%,-2.7%,0.0%,-0.6%,3.1,-16.6,7.2%,0.3%
CCC(C(=O)OCC(=O)Nc1ccc(OC)cc1OC)c1ccccc1 (stereo unspecified),22.3%,0.0%,-17.4%,?,-12.3,-2.3,23.9%,2.7%
C=CCn1c(=O)c2c(nc3n2CC(C)CN3c2cccc(OC)c2)n(C)c1=O (stereo unspecified),-2.1%,2.8%,21.9%,-18.5%,-69.2*,-9.8,5.7%,-6.5%
CCC(C)NC(=O)c1ccc2nc(Cc3ccc(OC)cc3)oc2c1 (stereo unspecified),-1.1%,6.0%,27.3%&21.9%,2.6%,3.0,7.6&-17.8,4.7%&0.8%,12.3%&-17.1%
CCOC(=O)c1cccc(NC(=O)c2ccc3c(c2)OCO3)c1,8.2%,-12.2%,0.0%,-20.4%,5.8,-0.4,11.7%,20.5%
CCN1C(=O)c2cccc3c(S(=O)(=O)Nc4ncccc4C)ccc1c23,4.1%,?,-2.3%,6.5%,10.6,18.6,4.6%,5.2%
O=C(NCc1ccccc1)C(c1ccccc1)n1c(-c2ccccn2)nc2ccccc21 (stereo unspecified),23.0%,-11.8%,7.4%,-21.9%,-13.6,-21.8,?,-15.1%
Cn1c(NC(=O)c2ccc(Br)o2)cc(=O)n(C)c1=O,0.3%,5.1%,13.2%,9.6%,-3.4,1.2,-4.7%,20.7%
Brc1cccc(-c2nnc(SCc3ccon3)n2-c2ccccc2)c1,3.2%,14.0%,17.8µM*,-18.7%,6.3,-1.9,15.1%,10.3%
O=C(c1cccc(NS(=O)(=O)c2ccc(F)c(F)c2)c1)N1CCN(Cc2ccccc2)CC1,-6.9%,5.3%,7.8%,-1.4%,11.2,4.0,/,20.4%
O=C(Nc1ccccc1)Nc1nnc(Cc2ccc(F)cc2)s1,6.0%,-4.6%,6.0%,3.0%,-1.4,1.1,3.7%,-13.4%
NC(=S)N/N=C1\CC(c2ccc3c(c2)OCCCO3)Oc2ccc(F)cc21 (stereo unspecified),14.5%,-8.6%,5.1%,3.9%,6.2,-3.2,5.6%,12.1%

# Compound profiles, from the list above. Screens in order: EPAC2 agonist | aSyn rescue | TDP43 rescue | EPAC2 antag | DRD3 antagonist | D3 ag | FUS yeast rescue | Abeta yeast res
# Shown for COc1ccc(CCNCC(=O)Nc2ccc(C)c(S(=O)(=O)N(C)C)c2)cc1OC : 11.8% | -0.8% | -13.2% | 1.9% | -19.0 | -10.1 | 2.6% | 5.8%
# Shown for CCC(C)NC(=O)c1ccc2nc(Cc3ccc(OC)cc3)oc2c1 (stereo unspecified) : -1.1% | 6.0% | 27.3%&21.9% | 2.6% | 3.0 | 7.6&-17.8 | 4.7%&0.8% | 12.3%&-17.1%

# The main list resumes, starting 2 compounds before the break.
SMILES,EPAC2 agonist,aSyn rescue,TDP43 rescue,EPAC2 antag,DRD3 antagonist,D3 ag,FUS yeast rescue,Abeta yeast res
O=C(Nc1ccccc1)Nc1nnc(Cc2ccc(F)cc2)s1,6.0%,-4.6%,6.0%,3.0%,-1.4,1.1,3.7%,-13.4%
NC(=S)N/N=C1\CC(c2ccc3c(c2)OCCCO3)Oc2ccc(F)cc21 (stereo unspecified),14.5%,-8.6%,5.1%,3.9%,6.2,-3.2,5.6%,12.1%
Cc1cccc2c1-c1sc(C(=O)NCCCN3CCCC(C)C3)cc1CO2 (stereo unspecified),-1.1%,2.0%,-6.6%,4.0%,-75.8*,-9.8,14.7%,-11.9%
CCc1nnc(NC(=O)CSc2nc(C3CCCCC3)nc3ccccc23)s1,0.9%,-2.8%,5.0%,-2.9%,-27.8,-0.6,-7.5%,-13.7%
Cc1cccc(CC(=O)NC2CCCCCC2)c1,4.5%,3.6%,16.8%,3.6%,1.3,7.2,-17.1%,27.2%
Cc1ccc(C(=O)Nc2ccccc2C(=O)N2CCCC2)cc1[N+](=O)[O-],-2.7%,-11.9%,-0.5%,23.1%,11.0,3.4,-10.3%,-7.5%
COc1ccc(S(=O)(=O)N2CCN(C)CC2)cc1NC(=O)c1ccccc1,5.8%,7.5%,-5.7%,0.2%,0.7,0.1,-17.6%,-1.5%
COc1cccc(CN2C(=O)c3ccccc3C2C(=O)NCCc2ccc(OC)c(OC)c2)c1 (stereo unspecified),/,/,14.6%,/,/,11.5,22.2%,-10.5%
COc1ccc2cc(C[C@@H]3CC[C@@H](CO)O3)ccc2c1,8.5%,5.5%,?,-8.1%,11.4,-18.3,-9.5%,2.9%
CCCCCCCC1CC(/C(C)=N/NC(N)=O)OC1=O (stereo unspecified),-0.5%,-2.4%,?,2.4%,23.5,1.5,-0.7%,-3.5%
CN(C)S(=O)(=O)N1CCN(C(=O)N2CCCCCC2)CC1,2.7%,-9.2%,-16.9%,7.3%,14.5,3.8,11.0%,4.3%
CC1CCN(S(=O)(=O)c2ccc3c(c2)c(=O)c(C(=O)NCc2cccs2)cn3C)CC1,-9.3%,-0.5%,-4.6%,2.3%,1.7,1.6,-5.2%,9.8%
O=C(Nc1cccc(Cl)c1N1CCCC1)c1cc2ccccc2o1,1.4%,-11.6%,1.2%,-4.6%,-21.5,4.6,-30.3%,9.7%[9.22 µM]
Clc1ccc(Cl)c(-c2nn3c(Cn4cnc5ccccc54)nnc3s2)c1,1.9%,-2.1%,-26.4%,-1.7%,-8.2,11.2,-15.4%,13.8%
CN(C)c1ccc(NS(=O)(=O)c2cc(Cl)ccc2Cl)cc1,7.5%,5.8%,7.0%,-12.1%,8.2,2.7,/,0.0%
CC(C)N=c1cc2n(-c3ccc(Cl)cc3)c3ccccc3nc-2cc1Nc1ccc(Cl)cc1,2.3%,-15.3%,19.6%,24.0%,?,-33.5&-6.6,-16.5%,-26.2%
C=CCn1c(C)cc(-c2csc(N)n2)c1C,-2.7%,-1.6%,-18.8%,-2.7%,14.1,0.4,?,-2.3%
COc1ccccc1/C=C/C(=O)NC(=S)N1CCN(C)CC1,-1.3%,2.5%,-6.7%,0.5%,-2.9,-9.2,-15.3%,-13.3%
O=C(Nc1nc2ccccc2s1)c1ccccc1[N+](=O)[O-],2.5%,-0.2%,22.1%,-5.2%,-10.2,-12.6,-27.7%,27.1%
C=CCSc1nnc(-c2cc3c(s2)-c2ccccc2CC3)o1,18.5%,4.7%,12.6%,-7.1%,6.0,3.2,9.6%,5.1%
CCn1c(=O)cc(OCC(=O)N2CCN(c3ccc(C)cc3)C(C)C2)c2ccccc21 (stereo unspecified),/,/,?,/,/,8.1,24.4%,4.9%
CCOC(=O)C1CCCN(c2c(Nc3ccc(C)c(C)c3)c(=O)c2=O)C1 (stereo unspecified),5.5%,0.2%,0.0%,5.6%,-8.3,1.5,-2.5%,1.6%
O=C(O)C1Cc2ccccc2CN1C(=O)CSc1nnc2ccccn12 (stereo unspecified),8.6%,-0.3%,-3.4%,-0.1%,4.0,-0.8,17.2%,-1.7%
S=C1NCCc2ccccc2C1c1ccccc1Cl (stereo unspecified),7.8%,10.4%,?,-1.4%,-63.9*,-2.7,4.9%,21.3%
Cc1cc(=O)cc(C)n1-c1ccc(Cl)cc1,-1.6%,-0.7%,-0.3%,8.1%,-9.8,-10.1,-7.7%,19.8%
CC(C)Cc1cc(CN2CCCC(CO)(Cc3cccc(Cl)c3)C2)[nH]n1 (stereo unspecified),0.0%,-5.1%,12.1%,-1.6%,-67.0*,-20.4,-27.5%,9.3%
Nc1ccccc1-c1nc2ccccc2[nH]1,-2.0%,-7.7%,14.2%,5.1%,-9.5,2.3,8.0%,-10.6%
NC1C2CN(c3nc4c(cc3F)c(=O)c(C(=O)O)cn4-c3ccc(F)cc3F)CC12 (stereo unspecified),-5.6%,-7.5%,11.9%,4.9%,-5.0,-3.8,/,-3.5%

# These rows are one share of the data; count on the stated rates, not on these rows.
